Assay outcomes: PubChem BioAssay, Vanderbilt High Throughput Screening Facility
Cav32 inh = blocks human Cav3.2 T-type calcium channel; Cav3.2-expressing cells, Fluo-4 calcium fluorescence FDSS; active compounds read low; B-score at 10 µM; 100,000 tested, 4% active; AID 449739; O95180;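 active means single-dose well whose peak fluorescence ratio is a statistical outlier from its plate by either plate-standardised score or position-corrected B-score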
An asterisk follows results filed as active.

SMILES	Cav32 inh
CCn1cc(C(=O)O)c(=O)c2cc(F)c(N3CCNCC3)cc21	0.502
CCOc1ccc(NC(=O)CCn2c(=O)[nH]c3ccsc3c2=O)cc1	0.173
C=CCn1c(CCNC(=O)C(C)(C)C)nc2ccccc21	0.243
CCc1cc(=O)oc2cc(C)c(CN3CCCC3)c(O)c12	-1.89
O=C(Nc1nc2cc(Cl)ccc2s1)C1CCCN(S(=O)(=O)c2cccc3cccnc23)C1 (stereo not given)	-0.321
CC(C)C(=O)Nc1ccc(C(=O)c2ccccc2)cc1	0.964
Cc1c(NC(=O)c2cc3nc(-c4ccc(Br)cc4)cc(C(F)(F)F)n3n2)c(=O)n(-c2ccccc2)n1C	-0.249
CN(C)CCN1CC(C(=O)O)CC1=O (stereo not given)	0.558
O=C(O)c1cc(-c2ccco2)nc2ccc(Br)cc12	0.748
COc1ccc(OC)c(C(=O)c2oc3ccccc3c2NC(C)=O)c1	-0.276
COc1ccccc1/C=N/NC1=NCCCCC1	0.511
Clc1ccc(-n2nnnc2-c2ccccc2)cc1	0.243
Cn1cc(SCC(=O)NCC2CCCO2)c2ccccc21 (stereo not given)	-0.656
CN(C)S(=O)(=O)N1CCN(C(=O)N2CCOCC2)CC1	0.299
Cc1noc(C)c1COC(=O)c1cccc(S(=O)(=O)N2CCCCCC2)c1	-2.08
Cc1cn([C@H]2C[C@H](N=[N+]=[N-])[C@@H](CO)O2)c(=O)[nH]c1=O	0.22
Cc1onc(-c2ccccc2)c1C(=O)N1CCN(S(=O)(=O)c2ccc3c(c2)OCCO3)CC1	1.25
CCCSc1nc(C)c(CC(=O)O)c(=O)[nH]1	1.09
CCNc1nc(Oc2ccc(=O)[nH]n2)nc(SC)n1	0.186
C/C(=N\NC(=S)NC(C)C)c1ccc(-n2ccnc2)cc1	1.23
CCOC(=O)/C(C#N)=C\c1cc(C)n(-c2ccccc2)c1C	-0.403
C=CCN(C(=O)CNC(=O)c1ccco1)C(C(=O)NC1CCCCC1)c1ccc(OC)cc1 (stereo not given)	0.382
CC(C)(C)CC(=O)Nc1ccc(C(N)=O)cc1	0.368
COCCNc1nc(SCC(=O)N2CCN(c3ccccc3)CC2)nc2ccccc12	0.0605
CC(C)(C)c1cc(CN2CCCC(O)C2)c(O)c(C(C)(C)C)c1 (stereo not given)	-0.918
O=C(NC1CCc2ccccc21)C12CN(Cc3ccccc3)CC1C(c1cccc([N+](=O)[O-])c1)=NO2 (stereo not given)	-1.56
CC(C)COC(=O)N(C)c1ccc(C(O)(C(F)(F)F)C(F)(F)F)cc1	-0.529
O=C(c1ccccc1)N(Cc1cccs1)C1CCS(=O)(=O)C1 (stereo not given)	0.0661
CC(=O)c1cc2c(cc1NC(=O)Nc1cccc(Cl)c1)OCCO2	-0.686
COc1ccc(OC)c(NC(=O)CSc2ncccc2C(=O)O)c1	0.569
c1ccc2sc(N3CCN(Cc4nnnn4CC4CCCO4)CC3)nc2c1 (stereo not given)	0.873
CCCNC(=O)c1cc(OC)c(OC)cc1[N+](=O)[O-]	0.772
c1ccc(CSc2nnc(SCc3ccccn3)s2)nc1	0.89
CCOC(=O)CNC(=O)c1sc(NC(=O)c2ccccc2F)nc1C	0.82
CC1C(=O)C(C)C(c2cccs2)NC1c1cccs1 (stereo not given)	0.0194
CCCCCCn1c(N2CCC(C(N)=O)CC2)nc2c1c(=O)[nH]c(=O)n2C	1.74
CCOC(=O)CNC(=O)c1ccccc1Br	0.0273
O=C(COC(=O)CCc1ccc(S(=O)(=O)N2CCCCC2)cc1)Nc1ccc2c(c1)OCO2	-5.49*
COc1nc2c(s1)C(=O)NCCC2	0.182
Cc1cc(C(=O)N[C@@H](c2ccccc2)[C@]2(C)C[C@H]2[C@@H](C)C(=O)Nc2ccc3ccccc3c2)no1	-4.57*
Cc1ccc(C(=O)Nc2cccc(C(=O)N3CCN(C)CC3)c2)cc1	-0.127
COc1ccc(OC)c(NC(=O)Cn2cc(C(=O)c3ccco3)c3ccccc32)c1	-2.08
Cc1ccccc1N=C/C=C1\N(C)c2ccccc2C1(C)C	-0.633
O=C(O)CCc1ccc(-c2ccc(Cl)cc2)n1Cc1ccco1	-0.433
C=CCNC(=O)c1c2c(nc3ccccc13)-c1ccccc1CC2	-1.3
O=C(Nc1nncs1)C1(c2ccccc2)CCCC1	0.346
CCN1C(=O)/C(=C\N2CCN(c3cccc(Cl)c3)CC2)SC1=S	0.189
O=c1[nH]c2cc3c(cc2cc1C(c1nnnn1Cc1ccccc1)N1CCCCCC1)OCCO3 (stereo not given)	0.269
Nc1nc(Cl)cc(Sc2ccc(F)cc2)n1	-0.0459
O=C(Nc1ccccc1Oc1ccccc1)c1ccc(Br)o1	-1.25
CCOC(=O)Cn1nnnc1CN(CCc1ccccc1)Cc1cc2cc(CC)ccc2[nH]c1=O	-4.4*
CN(CC(CC(=O)O)c1ccccc1)S(=O)(=O)c1ccc(Br)cc1 (stereo not given)	-1.88
C[C@@H]1NC(=O)[C@H](CCCN=C(N)N)NC(=O)c2cc([N+](=O)[O-])cc(I)c2OCC[C@@H](C(N)=O)NC1=O	0.444
Cc1cc(N2C(=O)CC(N3CCN(c4ccc(C(=O)c5cccs5)cc4)CC3)C2=O)no1 (stereo not given)	0.103
Cc1nn(-c2ccccc2)c2[nH]c(=O)c(CNCC3CCCO3)cc12 (stereo not given)	0.164
O=C(COc1ccc(-c2ccccc2)cc1)N1CCN(C(=O)c2cccnc2)CC1	-0.0464
O=c1oc(-c2ccco2)nc2ccccc12	1.21
CCOC(=O)Cn1nnc(-c2ccc(S(C)(=O)=O)cc2)n1	-0.00629
CCOC(=O)c1cccc(NC(=O)CCn2cccc2)c1	0.285
Cc1cc(-c2nnc(SCC(=O)N3C(C)CCCC3C)o2)no1 (stereo not given)	-0.395

Grouped by structure, the compounds so far with an aryl methoxy group.
SMILES	Cav32 inh
COc1ccc(OC)c(C(=O)c2oc3ccccc3c2NC(C)=O)c1	-0.276
COc1ccccc1/C=N/NC1=NCCCCC1	0.511
C=CCN(C(=O)CNC(=O)c1ccco1)C(C(=O)NC1CCCCC1)c1ccc(OC)cc1 (stereo not given)	0.382
COc1ccc(OC)c(NC(=O)CSc2ncccc2C(=O)O)c1	0.569
CCCNC(=O)c1cc(OC)c(OC)cc1[N+](=O)[O-]	0.772
COc1nc2c(s1)C(=O)NCCC2	0.182
COc1ccc(OC)c(NC(=O)Cn2cc(C(=O)c3ccco3)c3ccccc32)c1	-2.08

Records listed so far that bear a hit mark in Cav32 inh.
SMILES	Cav32 inh
O=C(COC(=O)CCc1ccc(S(=O)(=O)N2CCCCC2)cc1)Nc1ccc2c(c1)OCO2	-5.49*
Cc1cc(C(=O)N[C@@H](c2ccccc2)[C@]2(C)C[C@H]2[C@@H](C)C(=O)Nc2ccc3ccccc3c2)no1	-4.57*
CCOC(=O)Cn1nnnc1CN(CCc1ccccc1)Cc1cc2cc(CC)ccc2[nH]c1=O	-4.4*

Later entries:
SMILES	Cav32 inh
[O-][N+]1=C(c2cccs2)CN(O)C1	-0.355
COc1cc(NC(=O)c2cccs2)c(C(=O)OCC(=O)NC(=O)NCc2ccccc2)cc1OC	-0.11
[O-][n+]1onc2c1CCc1c-2nc(-c2ccccc2)n1OCc1ccccc1	-0.771
COc1cccc(CC(NC(C)=O)C(=O)NC2CCN(S(=O)(=O)c3cccc4ccccc34)CC2)c1 (stereo not given)	-0.322
C=CCn1c(CC(=O)Nc2cccc(OC)c2)nnc1SCC(=O)NC1CCCCC1	-0.379
CC(=O)c1cc(-c2ccc(F)cc2)n(CCC(=O)Nc2cc(C)[nH]n2)c1C	-0.316
N#C/C(=C\c1ccccc1)c1nc2ncccc2[nH]1	1.09
S=c1[nH]nc(-c2cnccn2)n1-c1ccccc1	-0.0792
CCOc1cc(CNCCO)cc(Br)c1OCc1ccccc1Cl	-0.218
CCC(=O)N(Cc1cc2cc(OC)ccc2[nH]c1=O)c1cc(C)ccc1C	-2.18
Cc1ccccc1OCC(=O)NCC(=O)N/N=C/C=C/c1ccccc1	-0.845
O=C(O)CCCN=C1NC2(CCCC2)Cc2ccccc21	0.297
CCOC(=O)C1(CC)CC(CSc2nc3ccccc3[nH]2)OC1=O (stereo not given)	0.0176
O=c1c2ccccc2nc(-c2ccc(Cl)c(Cl)c2)n1O	-4.26*
Cc1cc(Nc2cc(F)ccc2C)n2ncnc2n1	-1
O=C(/C=C/c1ccc2c(c1)OCO2)Nc1nc(-c2ccccc2)cs1	-2.22
O=S(=O)(c1ccc(F)cc1)c1nc(-c2ccccc2F)oc1N1CCCCC1	-4.03
CCn1c(Cc2c(C)[nH]c3ccccc23)n[nH]c1=S	-0.521
COCC(C)n1c(SCC(=O)NC(=O)Nc2ccc3c(c2)OCCO3)nc2ccccc2c1=O (stereo not given)	-2.24
CCOC(=O)c1c(NC(=O)CNCCOC)sc2c1CCCC2	-1.14
Cc1occc1C(=O)Nc1ccc(S(=O)(=O)N2CCCC2)cc1	-1.05
CC(CN1c2ccccc2Sc2ccccc21)N(C)C (stereo not given)	-0.316
COc1ccc(C(=O)N2CCC(C(=O)NCc3ccccn3)CC2)cc1	1.31
Nc1n[nH]c(-c2ccc(Br)cc2)c1Cl	0.117
CC1=NN(c2ccc(C(=O)OC(C)C)cc2)C(=O)/C1=C\C=C\c1ccco1	0.192
Cc1cc(C)c2c(n1)nn1c(NCCCN(C)C)cc(C)nc21	-0.441
COc1ccc(CNC(=O)C2=C(C)C(=O)OC23CCC(C)CC3)cc1 (stereo not given)	0.53
COc1cc(NC(=O)COc2ccc(F)cc2)nc(OC)n1	0.64
CCn1c2ccccc2c2cc(NC(=O)C/C(C)=N/NC(=O)c3ccccc3N)ccc21	-0.998
NC(=O)c1nsc(C(=O)N(CC(=O)NCc2ccc3c(c2)OCO3)C2CCCC2)c1N	2.94
Cc1onc(-c2ccccc2Cl)c1C(=O)Nc1nnc(-c2ccc(Cl)cc2Cl)s1	-1.59
COc1ccc2cc(CN(CC3COCCO3)S(=O)(=O)c3ccc(Cl)cc3)c(=O)[nH]c2c1 (stereo not given)	1.25
Cc1cc2c(ccc3[nH]onc32)n1	-0.279
Cc1cccc(NC(=O)CSc2nnc(-c3ccc(S(=O)(=O)N4CCOCC4)cc3)n2C)c1	1.34
COc1cc(NS(=O)(=O)c2ccc(N=Cc3c(C)[nH]n(-c4ccccc4)c3=O)cc2)nc(OC)n1	1.56
CC(C)OC(=O)CSc1nnc(-c2ccccn2)n1C	-0.0926
O=C(COC(=O)c1ccccc1[N+](=O)[O-])c1ccc(C2CCCCC2)cc1	-0.913
COc1ccccc1OCC(=O)Nc1ccc(CSc2ccccc2)cc1C	-0.0211
OC1(c2cccnc2)CCN(Cc2nnnn2C2CCCCC2)CC1	0.414
O=C(NCc1ccccn1)c1ccc(COc2ccc(Cl)cc2)o1	-0.626
CC(NC(=O)c1ccccc1NC(=O)c1ccco1)c1ccccc1 (stereo not given)	1.84
CCn1c(SCC(=O)Nc2nccs2)nnc1-c1ccc(C)cc1	-0.0597
C/C(=N\NC(=O)c1ccccc1O)C1C(=O)c2ccccc2C1=O	-7.19*
COc1ccccc1C1CC(c2ccc(Cl)cc2)Nc2ncnn21 (stereo not given)	-2.57
O=C1c2ccccc2C(=O)N1CCCc1nc(-c2ccccn2)no1	-0.38
CCCS(=O)(=O)N1CCCC(C(=O)NCCc2ccc(Cl)cc2)C1 (stereo not given)	-0.348
CCOn1c(=O)c(-c2cccs2)[n+]([O-])c2ccccc21	-1.16
Cc1cc(Nc2ccccc2)c2c([N+](=O)[O-])cc(C)c(C)c2n1	0.369
O=C(Nc1ccccc1)C1=C[C@@H](C2CC2)C[C@@H](OCCCCO)O1	0.529
CCN(CC)C(=O)c1sc(NC(=O)c2cc(-c3ccc(C)s3)nc3ccccc23)c(C(=O)OC)c1C	-1.46
CC1(C)OC(=O)C(=CNc2cccc(O)c2)C(=O)O1	-0.0237
COc1ccc(OC)c(CN(CCCN2CCOCC2)S(=O)(=O)c2ccc(NC(C)=O)cc2)c1	2.04
COc1ccccc1NC(=O)c1nn(-c2ccc(Cl)cc2)ccc1=O	0.943
CCOc1ccc(CC(=O)Nc2sc(Cc3ccccc3)c(C)c2C(N)=O)cc1OCC	-1.72
CCc1ccc(C2CC(c3ccccc3)n3ncnc3N2)cc1 (stereo not given)	-1.5
O=C(Cc1cc(=O)[nH][nH]1)N/N=C/C=C/c1ccccc1	0.0501
CN(C)S(=O)(=O)c1cc(C(=O)NCC2CCCO2)c(Cl)cc1Cl (stereo not given)	0.771
CN(CC(=O)N1CCCC1)S(=O)(=O)c1cc(Cl)ccc1Cl	1.83
O=C(N/C=N/OCc1cccc(C(F)(F)F)c1)N1OC[C@@H]2COc3ccc4ccccc4c3[C@@H]21	-1.64
Cc1ccc2c(c1)c(C)c(C)n2CC(O)Cn1nnc2ccccc21 (stereo not given)	-4.74*

Next results.
SMILES	Cav32 inh
C#CCOCCOCCOCCNc1nc(N2CCN(C(=O)[C@H]([C@@H](C)CC)n3cc([C@@H](N)Cc4ccc(O)cc4)nn3)CC2)nc(N2CCN(C(=O)[C@H](Cc3ccc(O)cc3)n3cc([C@@H](N)CC(C)C)nn3)CC2)n1	1.25
NC(=O)Cn1nnc(-c2ccc(C(F)(F)F)cc2)n1	0.823
CCOC(=O)C1C(=O)CC(C)(O)C(C(=O)OCC)C1c1ccc(OCC)cc1 (stereo not given)	0.479
NNC(=O)CNC(c1ccccc1)c1cc(Br)ccc1NC(=O)c1ccccc1Br (stereo not given)	-1.57
Cc1ccc(-c2cc(C(F)F)nc(NCC3CCCO3)n2)cc1 (stereo not given)	-3.27
CCN1CCN(S(=O)(=O)c2ccc(Br)s2)CC1	-0.141
COc1ccc2nc(-c3ccc(N)cc3)[nH]c2c1	-2.97

4 entries from above, arranged by the value under Cav32 inh, ascending.
SMILES	Cav32 inh
NNC(=O)CNC(c1ccccc1)c1cc(Br)ccc1NC(=O)c1ccccc1Br (stereo not given)	-1.57
CCOC(=O)C1C(=O)CC(C)(O)C(C(=O)OCC)C1c1ccc(OCC)cc1 (stereo not given)	0.479
NC(=O)Cn1nnc(-c2ccc(C(F)(F)F)cc2)n1	0.823
C#CCOCCOCCOCCNc1nc(N2CCN(C(=O)[C@H]([C@@H](C)CC)n3cc([C@@H](N)Cc4ccc(O)cc4)nn3)CC2)nc(N2CCN(C(=O)[C@H](Cc3ccc(O)cc3)n3cc([C@@H](N)CC(C)C)nn3)CC2)n1	1.25

Not all compounds are listed; count on the stated rates, not on these rows.
